# PfHsp90 yeast 2 – growth inhibition of PfHsp90-expressing yeast, primary screen, antimalarial PfHsp90 inhibitor project, S. cerevisiae, BacTiter-Glo luminescence, single point, set 2. 310,000 compounds, 0.32% hits. inhibition, % at 9.4 µM. BacTiter-Glo ATP, 48 h; yeast lacking PDR1 and PDR3 efflux regulators;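 active = every replicate shows inhibition above about 80%, whatever the replicate mean, limit read from the data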;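 also: 0% = DMSO neutral controls and 100% = 20 µM radicicol positive controls; yeast relying on Plasmodium falciparum Hsp90 in place of its own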
# HTR5A ag – HTR5A agonists in luminescence cell assay, primary screen, counter-screen for OPRM1-OPRD1 heterodimer agonist project, full-deck HTS; 5-hydroxytryptamine receptor 5A (Homo sapiens), P47898; cell-based; activation, % at 9.3 µM; 340,000 compounds, 0.61% hits; AID 504692, 2011; in the data active = activation mostly above about 9.5%, no sharp cut-off; inactive = mostly below about 7.6%;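 also: 0% = cells with vehicle only and 100% = reference agonist; strong numbers were not always called active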
# Target sequence (P47898 whole entry, looked up): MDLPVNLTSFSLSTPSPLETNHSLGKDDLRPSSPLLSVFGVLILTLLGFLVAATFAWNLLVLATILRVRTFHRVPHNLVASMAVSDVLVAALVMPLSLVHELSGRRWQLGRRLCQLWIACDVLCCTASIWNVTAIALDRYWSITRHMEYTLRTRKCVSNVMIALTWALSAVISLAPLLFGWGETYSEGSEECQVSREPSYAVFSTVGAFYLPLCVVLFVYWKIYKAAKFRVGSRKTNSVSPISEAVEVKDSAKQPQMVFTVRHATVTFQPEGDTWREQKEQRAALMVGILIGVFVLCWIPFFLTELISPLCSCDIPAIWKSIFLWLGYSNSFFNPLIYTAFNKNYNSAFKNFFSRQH
# Ecoli viability – E. coli V3065 growth inhibition, primary screen, counter-screen for AddAB inhibitor project, absorbance, OD600 | 18 h | inhibition, % at 11.9 µM | 330,000 compounds, 0.27% hits | AID 449728, 2010;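 active = inhibition above the campaign's mean inhibition across all tested compounds plus 3 SD, cut at about 9.9% in these data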;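 also: uninfected addAB+ strain grown without phage in ampicillin broth; 0% = DMSO wells and 100% = ciprofloxacin 0.95 µg/ml wells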
# HTR5A inv ctr – HTR5A inverse agonists in luminescence cell assay, primary screen, counter-screen for OPRM1-OPRD1 heterodimer inverse agonist project, full-deck HTS; inhibition, % at 9.3 µM; HTR5A cell line, inverse agonism; 340,000 compounds, 0.083% hits; in the data active = inhibition mostly above about 23%, no sharp cut-off; inactive = mostly below about 18%;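 also: 0% = cells with DMSO and 100% = no-cell wells with DMSO; some compounds called inactive have numbers as strong as hits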
# Pemphigus Ab inh – inhibitors of pemphigus antibody binding to DSG3, primary screen, biochemical, bead-based, flow cytometry, scFv-GFP | 310,000 compounds, 0.48% hits | DSG3-coupled beads, scFv-anti-DSG3-GFP binding; active compounds read low | binding (percent of control), % at 10 µM | Desmoglein-3 (Homo sapiens), P32926;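 active = binding more than 3 SD below its plate's average and above zero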;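 also: hits lower antibody fragment binding to DSG3; some compounds called inactive have numbers as strong as hits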
# MOR-DOR ag – agonists of OPRM1-OPRD1 heterodimerization, primary screen, cell-based, luminescence. cells. activation, % at 9.3 µM. 340,000 compounds, 0.3% hits. AID 504326, 2011; in the data active = activation above about 18%;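 also: 0% = vehicle-treated cells and 100% = reference agonist; values of inactives mirror those of a sister screen read the other way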
# PKA-R1A activ – activators of PKA-R1A holoenzyme, primary screen, biochemical, fluorescence polarization, Cy5-IP20, bovine R1A, mouse PKAc | PKA-R1A dissociation; scaled: DMSO 0%, 113 µM cGMP 100% | AID 504707, 2011 | cAMP-dependent protein kinase type I-alpha regulatory subunit (Bos taurus) + … | activation, % at 11.4 µM | 340,000 compounds, 0.083% hits;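 active = percent activation above the mean of all tested compounds plus 3 SD, cut at about 19% in these data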;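 also: higher means more PKAc released from R1A so a rise in polarization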
# phage Ecoli inh – growth loss of phage-infected E. coli, primary screen, RecBCD inhibitor project, absorbance, with phage, HTS; inhibition, % at 11.9 µM; 360,000 compounds, 0.26% hits; AID 651602, 2012; in the data active = inhibition above about 11%
# AddAB inh – growth inhibition of E. coli expressing H. pylori AddAB, primary screen, AddAB inhibitor project, absorbance. inhibition, % at 11.9 µM. 330,000 compounds, 0.29% hits. AID 435030, 2010; in the data active = inhibition above about 12%;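 also: 0% = vehicle wells of infected cells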
# OPRM1-OPRD1 inv – inverse agonists of MOR-DOR heterodimerization, primary screen, cell-based, luminescence | Mu-type opioid receptor (Homo sapiens) + Delta-type opioid receptor (Homo sapiens), … | cell-based MOR-DOR heterodimer luminescence, inverse agonism | 340,000 compounds, 0.21% hits | inhibition, % at 9.3 µM; in the data active = inhibition above about 22%, passing the limit was not always enough;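 also: 0% = cells with DMSO and 100% = wells without cells with DMSO; values of inactives mirror those of a sister screen read the other way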
# SUMO Mot1 rescue – yeast Mot1-301 growth rescue at high temperature, primary screen, SUMOylation pathway inhibitor project, S. cerevisiae, ATP luminescence, 38.5C; S. cerevisiae Mot1-301 growth rescue; percent above DMSO median, 100 means doubled; growth rescue, % at 18.8 µM; 320,000 compounds, 1% hits; AID 2716, 2010;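 active = every valid replicate shows activation above 250% relative to neutral control wells; inactive = the rest, any valid replicate at or below 250%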;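 also: OY570 slx delta 5 strain wells were the positive control but not used for scaling; some compounds called inactive have numbers as strong as hits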
# An asterisk follows results filed as active; nt = not tested or not shown; & = joins results of further samples.
SMILES,PfHsp90 yeast 2,HTR5A ag,Ecoli viability,HTR5A inv ctr,Pemphigus Ab inh,MOR-DOR ag,PKA-R1A activ,phage Ecoli inh,AddAB inh,OPRM1-OPRD1 inv,SUMO Mot1 rescue
CCCCNc1cccc2c1S(=O)(=O)N(CCCC)CC(COCc1ccccc1)O2 (stereo not given),3,-2,nt,8,100,-1.6,-4,0.6,nt,7,nt
CN(C)c1ccc(C(=O)c2ccc(O)cc2O)cc1,-10,3,0.5,6,nt,-2.0,1,3.0,4.0,9,4
Cc1cccc(C)c1Nc1ncnc2ccccc12,-2,0,0.5,1,107,-3.7,0,0.6,2.4,16,161
C=C(C)Cn1c(SCC(=O)O)nnc1-c1ccc(OC)cc1,-18,2,-1.8,10,nt,1.8,-13,2.8,0.5,-9,-14
N#C/C(=C/c1ccc(Sc2nc3ccccc3[nH]2)o1)c1ccccc1F,11,1,4.6,-20,nt,0.2,-4,1.5,6.2,-1,-10
CCN(C1CCCCC1)S(=O)(=O)c1cc(C)ccc1OC,3,1,0.1,14,111,-0.8,1,0.8,3.0,5,-40
C/C(N)=C(/C#N)C(=O)COC(=O)c1ccccc1C(=O)c1ccc(C)cc1,nt,2,-1.3,-4,111,0.5,-7,0.4,-0.2,-2,nt
COC(=O)CSc1nc(C2CC2)nc2ccccc12,25,9,-0.9,-23,103,-0.3,-3,3.3,0.3,2,33
CC(C)Oc1cccc(C(=O)NC(=S)Nc2ccccc2)c1,-13,-4,-0.3,9,107,1.2,-14,3.8,2.9,-6,-4
COc1ccc2c(C(F)(F)F)cc(=O)oc2c1C,-1,0,-1.2,2,73,-3.3,-7,1.2,2.2,18,4
COc1cccc(CNC(=O)CCCC(=O)Nc2cccc([N+](=O)[O-])c2)c1,-1,3,1.5,-8,110,-3.0,-5,-2.1,1.9,15,-8
O=C(c1ccc2c(c1)C(=O)N(Cc1ccco1)C2O)N1CCOCC1 (stereo not given),23,-1,0.6,2,106,-0.6,-1,2.9,5.1,3,-10
N#CC1=C(N)Oc2cc3ccccc3cc2C1c1cccnc1 (stereo not given),21,3,-1.9,-2,107,0.2,-1,-0.1,-2.3,-1,nt
Cc1nc2sc(C(c3cccs3)N3CCN(C(=O)c4ccco4)CC3)c(O)n2n1 (stereo not given),2,8,1.7,5,93,-0.4,9,3.1,-3.2,2,-11
CC1=C(C(=O)OCCNC(=O)c2cccnc2)C(c2cccc([N+](=O)[O-])c2)C(C(=O)OCCN(C)C)=C(C)N1 (stereo not given),-40,-5,-1.6,12,111,-1.1,-1,3.0,1.5,6,9
COc1ccc(C2(CNC(=O)c3cccc([N+](=O)[O-])c3)CCCCC2)cc1OC,-2,5,-0.1,-6,114,-0.9,5,2.5,3.6,5,8
CCC1=NN(C(=O)c2ccc(Br)cc2)C(O)(c2ccccc2)C1 (stereo not given),20,3,0.0,-4,127,1.6,3,4.2,5.5,-9,17
Cc1nc2ccc(NC(=O)c3c(-c4ccccc4)noc3C)cc2s1,19,0,-0.8,1,nt,-2.4,-1,-0.9,0.4,10,4
CCN(CC)C(=O)Cn1cc(C(=O)C(=O)NCCc2ccc(S(N)(=O)=O)cc2)c2ccccc21,-8,-2,-1.8,16,109,-1.6,6,3.0,4.3,11,274
CC(=O)C1=C(O)C(=O)N(CCc2c[nH]c3ccccc23)C1c1ccc(C)cc1 (stereo not given),34,-3,3.0,6,83,-1.6,3,4.6,1.6,11,-6
CCOC(=O)c1cccc(NC(=O)COC)c1,nt,-6,0.7,14,107,-1.9,-1,1.7,2.2,9,5
Cc1cc(C)cc(Nc2nc3ccc(C)cc3n3cnnc23)c1,-1,1,1.4,-4,121,1.4,-4,-0.2,-1.4,-8,1
Cc1ccc2c(c1)OC(c1ccc3c(c1)OCCO3)CC2=O (stereo not given),-27,-4,-1.4,15,126,0.6,-9,1.3,-2.5,-3,-2
CCOC(=O)c1ccccc1NC(=O)CSc1nc2ccccc2n1CC(=O)N1CCCC1,-34,nt,-2.0,nt,99,nt,-8,2.9,1.3,nt,-19
Cc1c(N/N=C(\C#N)C(=O)c2ccc(Cl)cc2)c(=O)n(-c2ccccc2)n1C,20,-7,-5.0,25,100,-3.5,3,2.0,-4.3,18,-23
CC(C)(C)c1ccc(S(=O)(=O)N(CCCN2CCOCC2)Cc2cccs2)cc1,-1,3,0.2,13,111,1.7,-3,0.7&0.2,-2.6,-9,18
CC1(C(=O)OCC(=O)NC(=O)c2ccccc2)CC1(Cl)Cl (stereo not given),-32,-1,-0.5,4,97,-2.1,-13,2.2,-2.0,11,-4
COc1cccc(C2c3[nH]c4ccccc4c3CCN2Cc2cnc(C)s2)c1OC (stereo not given),-114,7,1.2,-18,102,6.6,-6,3.5,2.7,-33,8
CCCS(=O)(=O)c1ccc(COC(=O)c2cccc(NC(=O)C(C)C)c2)cc1,3,0,1.7,0,98,-1.0,-2,1.6,2.6,5,115
CC(=O)Nc1ccc2c(c1)CCCN2C(=O)c1ccccc1,-25,-5,-0.8,13,nt,-1.8,-8,0.9,0.3,7,8
CC(C)c1onc(C(=O)N2CCN(c3ccc(F)cc3)CC2)c1[N+](=O)[O-],7,3,1.1,9,101,1.1,-2,nt,2.9,-6,-6
Cc1cccc(CCNS(=O)(=O)c2cnc[nH]2)c1,23,3,-0.2,1,78,-1.8,-11,-1.9,1.9,10,-9
COC(=O)CNC(=O)C12CC3(C)CC(C)(CC(C)(C3)C1)C2,-1,-1,0.6,-35,111,-1.3,6,1.6,-1.9,8,0
Cc1c(NC(=O)c2ccc(S(=O)(=O)N(C)C)cc2)cccc1-n1cnnn1,2,-5,-1.0,13,93,-1.0,-1,2.8,0.2,4,-6
CNC(=S)N/N=C/c1ccc(N(C)C)cc1,7,-1,1.0,12,114,-1.1,1,1.3,4.2,6,-18
COc1ccccc1-c1cc(C(=O)NCc2ccc(F)cc2)no1,2,-2,-4.2,-3,98,-0.9,-13,nt,-2.3,5,-3
C#CCOc1ccc2c3c(c(=O)oc2c1)CCCC3,-8,4,-1.5,4,112,-2.2,-3,-0.6,2.9,12,-11
CCC(C)[C@@H](NC(=O)OC(C)(C)C)c1nnc(S(=O)(=O)Cc2cccc(C)c2)o1 (stereo not given in full),121*,14*,nt,3,100,-0.9,7,4.1,nt,4,nt
Cc1cc(Cn2nc(C(=O)NCc3cccc(Br)c3)cc2-c2ccccc2)on1,-3,-4,-2.4,13,105,0.4,-8,0.7,1.1,-2,10
COc1ccc(N(CC(=O)NC2CCCC2)C(=O)CCC(=O)Nc2nc(C)cs2)cc1OC,7,5,1.8,5,120,1.1,3,2.1,-4.8,-8,1

# In the list so far, two have bromine.
SMILES,PfHsp90 yeast 2,HTR5A ag,Ecoli viability,HTR5A inv ctr,Pemphigus Ab inh,MOR-DOR ag,PKA-R1A activ,phage Ecoli inh,AddAB inh,OPRM1-OPRD1 inv,SUMO Mot1 rescue
CCC1=NN(C(=O)c2ccc(Br)cc2)C(O)(c2ccccc2)C1 (stereo not given),20,3,0.0,-4,127,1.6,3,4.2,5.5,-9,17
Cc1cc(Cn2nc(C(=O)NCc3cccc(Br)c3)cc2-c2ccccc2)on1,-3,-4,-2.4,13,105,0.4,-8,0.7,1.1,-2,10

# The listing continues.
SMILES,PfHsp90 yeast 2,HTR5A ag,Ecoli viability,HTR5A inv ctr,Pemphigus Ab inh,MOR-DOR ag,PKA-R1A activ,phage Ecoli inh,AddAB inh,OPRM1-OPRD1 inv,SUMO Mot1 rescue
CCN(C(=O)COC(=O)c1ccc(COc2ccc3c(C)cc(=O)oc3c2)cc1)C1CCS(=O)(=O)C1 (stereo not given),5,-1,-2.1,9,75,-2.3,1,-0.5,-1.9,11,11
CCCCc1nnc(NC(=O)CSc2nc(O)c(Cc3ccccc3)c(=O)[nH]2)s1,-15,0,-4.1,-1,102,-1.0,-10,3.7,0.5,6,-1
Cc1cccc(C)c1NC(=O)CNC(=O)CNC(=O)Cc1cccc2ccccc12,12,-5,-1.6,13,107,-2.7,-2,3.6,1.1,11,0
COc1ccc(S(=O)(=O)N2CCOCC2)cc1NC(=O)COC(=O)C1CC1C (stereo not given),-22,-2,-1.8,17,86,-3.6,1,2.6,-1.4,14,166
COc1cc(/C=C/C(=O)OCC(=O)NC2CCCCCCC2)ccc1O,-27,-8,-0.4,19,114,2.8,4,2.5,1.5,-12,-3
CCc1ccc(NC(=O)Cn2cnc([N+](=O)[O-])c2)cc1,7,3,3.0,2,98,-2.4,-4,1.6,1.2,12,-6
CC(C)(C)n1nnnc1C(c1ccc(C#N)cc1)N1CCCC2(CCCCC2)C1 (stereo not given),3,1,0.6,-2,106,-1.8,-3,2.0,-1.3,10,-11
CCNC(=O)CC1C(=O)N(CC)C(=S)N1NC(=O)c1cccnc1 (stereo not given),nt,0,0.2,0,119,-3.4,-19,-0.1,-0.5,17,-9
CCCOc1ccc(-c2c(C(=O)N/N=C/c3cccs3)nnn2-c2nonc2N)cc1,-29,-5,-2.2,22,101,-0.9,-8,nt,3.4,5,23
Cc1cc(S(=O)(=O)NC(C)C)ccc1OCC(=O)N1CCOCC1,-6,1,1.6,-2,100,-1.0,5,1.3,3.3,5,521
COCCN(C(=O)COC(=O)/C=C/c1nc2ccccc2s1)c1c(N)n(Cc2ccccc2)c(=O)[nH]c1=O,-11,-2,1.8,4,106,2.5,-1,-1.9,0.4,-17,8
CCOC(=O)Nc1sc(C)c(C)c1C(N)=O,-9,-2,-0.7,4,109,-1.6,13,3.0,0.2,9,-1
COc1cc2c(cc1OC)-c1cc(NCc3ccccn3)nc(=O)n1CC2,-25,0,-1.7,0,99,-0.6,-10,2.5,2.1,2,-11
CC(C)NC(=O)C1CCCN(S(=O)(=O)c2cccc3nonc23)C1 (stereo not given),-12,-2,-0.1,-5,110,0.3,-3,3.5,0.7,-2,4
CC(=O)Nc1cccc(C(=O)Nc2cccc3ncccc23)c1,-47,5,-2.3,15,120,-2.1,-5,-0.1,-1.7,13,92
C[C@@H]1[C@H](O)C[C@@]23COC(=O)C2=CCC[C@@H]3[C@@]1(C)CC/C(=C/CO)CO,-4,1,0.5,1,104,-2.1,-13,3.5,2.0,11,-14
